Compound activity: PubChem BioAssay, National Center for Advancing Translational Sciences (NCATS)
EPAC2 agonist: EPAC2 (human) agonism | Q8WZA2 | EPAC2 activation, biochemical qHTS; response scale: 100% = 6.5 mM cAMP response | Potency, µM (top dose mostly 154 µM), for the others: top-dose activation, usual class: activators | actives 0.079% (n = 360,000); further: nearly all actives have a fitted effect of over 50% in size
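Guanine nucleotide exchange by EPAC2 is measured as reduced fluorescence of BODIPY-GDP once it is released from 250 nM Rap1B. Plates are read kinetically for 30 min at room temperature; results are scaled to 6.5 mM cAMP.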
aSyn rescue: rescues yeast growth from alpha-synuclein toxicity; actives 0.14% (n = 370,000); Potency, µM (doses to about 46.1 µM), inactives show top-dose growth rescue (activation), actives largely listed as activators; Yeast expressing alpha-synuclein, growth rescue, BacTiter-Glo, 24 h; further: % of control where 0% means no effect; nearly all actives have a fitted effect of over 65% in size
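Readout is rescue of growth in alpha-synuclein-expressing yeast, so inhibitors of toxicity appear as activators. Growth after 24 hr at 30 deg C in galactose medium is quantified by luminescence.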
EPAC1 agonist: EPAC1 (human) agonism. EPAC1 agonist qHTS, biochemical assay; response scale: 100% = response to 6.5 mM cAMP. AID 720707. actives 0.073% (n = 360,000). Potency, µM (top dose mostly 154 µM), for inactives: top-dose activation, hits mostly activators; further: nearly all actives have a fitted effect of over 60% in size
Target sequence (O95398 whole entry, looked up): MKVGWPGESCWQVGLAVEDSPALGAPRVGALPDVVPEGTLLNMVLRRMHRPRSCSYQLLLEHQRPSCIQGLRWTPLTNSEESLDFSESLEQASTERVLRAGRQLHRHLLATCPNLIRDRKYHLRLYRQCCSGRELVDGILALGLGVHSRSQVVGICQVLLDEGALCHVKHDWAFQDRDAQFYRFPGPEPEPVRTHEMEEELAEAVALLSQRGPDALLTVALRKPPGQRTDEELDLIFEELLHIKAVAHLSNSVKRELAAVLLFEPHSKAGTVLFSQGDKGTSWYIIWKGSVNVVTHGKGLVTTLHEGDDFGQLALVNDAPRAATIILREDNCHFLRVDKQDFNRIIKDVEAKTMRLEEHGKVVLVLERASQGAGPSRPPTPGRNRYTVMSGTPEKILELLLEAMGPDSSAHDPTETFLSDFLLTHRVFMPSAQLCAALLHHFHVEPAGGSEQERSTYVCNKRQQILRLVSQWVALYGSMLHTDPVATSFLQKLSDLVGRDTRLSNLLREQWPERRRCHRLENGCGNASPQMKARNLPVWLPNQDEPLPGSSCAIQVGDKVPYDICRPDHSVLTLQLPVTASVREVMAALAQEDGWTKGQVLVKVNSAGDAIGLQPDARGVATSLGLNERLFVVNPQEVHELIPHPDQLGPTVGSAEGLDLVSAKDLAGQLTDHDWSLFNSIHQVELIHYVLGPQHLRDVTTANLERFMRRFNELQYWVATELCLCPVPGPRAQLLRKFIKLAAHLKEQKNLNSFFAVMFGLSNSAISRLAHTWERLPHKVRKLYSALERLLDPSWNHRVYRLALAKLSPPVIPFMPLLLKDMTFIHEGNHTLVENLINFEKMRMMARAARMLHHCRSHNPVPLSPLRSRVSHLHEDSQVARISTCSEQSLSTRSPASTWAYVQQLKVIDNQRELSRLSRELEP
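Fluorescent GDP-exchange assay: 100 nM EPAC1 with 250 nM Rap1B preloaded with BODIPY-GDP and 50 uM GDP; compounds tested as concentration series, 5 min at room temperature, then read every 5 min for 30 min (ex 480/em 540 nm); normalized to 6.5 mM cAMP.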
EPAC2 antagonist: EPAC2 (human) antagonism; EPAC2 GEF exchange of Rap1B-BODIPY-GDP, fluorescence; Potency, µM (doses to about 114 µM), for the others: at the highest dose activity, negative = inhibition, most hits filed as inhibitors; actives 0.18% (n = 360,000); AID 720708; further: on the % scale 0 is the no-effect control and ±100 the full control effect; nearly all actives have a fitted effect of over 45% in size; many of its hits are not listed in these tables
PTHR1 ag: PTHR1 (human) receptor agonism | HEK293 GP2 PTHR1 cells, GloSensor cAMP luminescence, 1 h | actives 0.075% (n = 410,000) | Potency, µM (doses to about 115 µM), inactives show at the top dose activation, hits mostly activators | Q03431 | AID 743266; further: nearly all actives have a fitted effect of over 55% in size; some results filed as inactive show a strong effect at the top dose; inactives centre near -15; many of its hits are not listed in these tables
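HEK-293-derived GP2 cells expressing PTHR1 and a GloSensor cAMP reporter, 3,000/well, plated overnight, given luciferin plus IBMX (each 0.5 mM as added) for 1 h at 37 °C, then compound for 1 h at 37 °C. Luminescence was read after 15 min at room temperature.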
FUS suppressor: rescues growth of FUS-expressing yeast. S. cerevisiae FUS-expressing, growth rescue, OD600, 24 h. Potency, µM (series often up to 76.6 µM), for the others: at the highest dose growth rescue (activation), actives largely listed as activators. actives 0.24% (n = 390,000). AID 1347120;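 further: plate controls were DMSO vehicle for no effect and reference control for full effect; nearly all actives have a fitted effect of over 55% in size; some results filed as inactive show a strong effect at the top dose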
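Compound concentration series was pinned onto galactose-induced FUS-expressing yeast seeded at OD 0.005. Plates sat 24hr at 30C; absorbance at 600 nm gave growth. DMSO served as background control.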
EPAC1 antag: EPAC1 (human) antagonism; O95398; EPAC1 GEF assay, Rap1b-BODIPY-GDP exchange fluorescence; Potency, µM (series often up to 115 µM), for the others: at the highest dose activity change, negative = inhibition, hits mostly inhibitors; actives 0.14% (n = 360,000); AID 720709;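 further: plate controls were vehicle for no effect and positive control for full effect; nearly all actives have a fitted effect of over 50% in size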
TDP-43 yeast inh: TDP-43 toxicity inhibition in yeast. actives 1.8% (n = 410,000). Potency, µM (doses to about 46.1 µM), inactives show at the highest dose growth rescue (activation), most hits filed as activators. TDP-43 expressing yeast growth rescue, BacTiter-Glo, 24 h; further: % of control where 0% means no effect; nearly all actives have a fitted effect of over 50% in size
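Yeast expressing TDP-43 (pregrown in raffinose, seeded at OD600=0.02 in galactose medium) exposed to compounds 24 hr at 30 deg C. Growth read by BacTiter-Glo luminescence; rescue of toxicity appears as increased signal.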
* hit, by the source's call; i = inactive; ? = inconclusive; nt = no result given; & = joins results of further samples; [ ] = dose if it differs, or a comment. The call rests on the fitted dose curve; in most records, active means well fitted curve in the direction sought with a large enough effect; inconclusive means small, poorly fitted or top-dose-only effect, or another doubt; inactive means no such curve, though single readings can be large; an effect the other way counts as inactive or inconclusive. Potency means the concentration at half of the fitted maximal effect. Not all compounds are listed (hit frequency here may not be typical).

SMILES	EPAC2 agonist	aSyn rescue	EPAC1 agonist	EPAC2 antagonist	PTHR1 ag	FUS suppressor	EPAC1 antag	TDP-43 yeast inh
Cc1cc(Cl)c(S(=O)(=O)NC(C)C)cc1OCC(N)=O	-2%	-8%	6%	0%	i	1%	8%	0%
CS(=O)(=O)c1nc(-c2ccc(Br)cc2)cc(-c2ccccc2)c1C#N	3%	5%	6%	-7%	-33%[inhibitor]	16%	-1%	?
CCc1ccc(CC(=S)N2CCOCC2)cc1	4%	2%	-12%	1%[57.1 µM]	i	-26%	-6%	3%
CCC(CC)C(=O)c1c[nH]c(C(=O)NCCOC)c1	4%	2%	1%	17%	-7%	-26%	2%	19%
O=C(NCC(c1cccnc1)N1CCN(c2ccc(F)cc2)CC1)c1ccccc1 (centres undefined)	?	5%	0%	1%[57.1 µM]	-19%[57.5 µM]	-2%	11%	-1%
CCOc1ccc(NCc2cccn2-c2nnc(N3CCC(C(=O)NCCCN4C(C)CCCC4C)CC3)s2)cc1 (centres undefined)	-2%	-1%	-1%	4%	0%	6%	-3%	-12%
O=C(CSc1ccccc1)Nc1cc(Cl)ccc1Oc1ccccc1	-4%	-9%	10%	-22%	-27%	nt	1%	17%
O=C(COc1cccnc1[N+](=O)[O-])Nc1cccc(S(=O)(=O)N2CCOCC2)c1	2%	3%	8%	4%	-7%	-1%	-10%	9%
CCCCN1C(=O)C(O)(CC(=O)c2c(C)coc2C)c2ccccc21 (centres undefined)	14%	-2%	3%	2%[57.1 µM]	-3%	0%	0%	-2%
CC/C(=N\NC(=O)c1ccc2c(c1)OCO2)c1ccccc1	1%	-1%	5%	4%	-6%	13%	15%	18%
Cc1[nH]c2ccc(C(=O)NCCCN3CCCCCC3)cc2c1C	6%	-6%	-17%	17%	-3%	17%	-4%	-18%
CCC(C(=O)OCC(=O)Nc1cc(Cl)ccc1Cl)c1ccccc1 (centres undefined)	5%	5%	3%	-9%	i	nt	-13%	0%
O=C(O)c1cc2ccc3cccc4ccc(c1)c2c34	6%	-1%	6%	-20%	i	-31%	-6%	10%
Cc1nnc(SC(C(=O)c2ccccc2)c2ccccc2)[nH]c1=O (centres undefined)	-6%	-2%	5%	-17%	i	3%	-9%	-3%
COc1ccc(C(C#N)=Cc2ccc(OC)c(OC)c2)cc1	21%	-3%	16%	?	-11%	-11%	-3%	?
CCOC(=O)N1CCN(S(=O)(=O)CCNC(=O)c2ccc(OC)cc2)CC1	13%	-2%	3%	6%	17%	26%	1%	19%
CC(C)(C)S(=O)(=O)/C(C#N)=C/c1sccc1C1OCCO1	5%	13%	0%	14%	-1%	-4%	-7%	18%
CCSc1nnc(NC(=O)c2nc(S(=O)(=O)Cc3ccc(F)cc3)ncc2Cl)s1	10%	-3%	-13%	1%	-24%	?	-28%	11%
CCCCc1nc(SCC(=O)Nc2ncccn2)n[nH]1	-1%	1%	5%	6%	-1%[57.5 µM]	?	4%	14%
CCCC(CCC(=O)NC1CCCCC1)C(=O)O (centres undefined)	9%	nt	3%	5%	i	-8%	-4%	2%
COc1ccc(C(=O)N2CCCC2(C)C(=O)NCC(C)C)cc1C(F)(F)F (centres undefined)	10%	-3%	4%	1%	-23%	-21%	3%	11%
OCCNc1nc(SCc2ccccc2)nc2sc3c(c12)CCC3	0%	-11%	17%	-5%	-32%[inhibitor]	nt	-14%	10µM*
CC1CN(Cc2c(O)ccc3c2oc(=O)c2ccccc23)CC(C)O1 (centres undefined)	1%	9%	-1%	-17%	-46%[inhibitor]	-16%	-25%	4%
COc1ccc(-c2c3c(=O)n(C)c(=O)n(C)c3cn2-c2ccc(O)cc2)cc1	17%	1%	12%	-14%	-2%	15%	-27%	-7%
CCOc1ccc(NC(=O)CN(c2cccc(C(F)(F)F)c2)S(C)(=O)=O)cc1	-2%	4%	6%	-12%	-37%[inhibitor][57.5 µM]	29%	-11%	13µM*
O=C1Nc2ccc(Cl)cc2/C1=C/C1CC=CCC1 (centres undefined)	-2%	-38%[inhibitor]	11%	-13%	-17%	nt	?	?
CCN(CCCNC(=O)Cn1ncc2c([nH]c3ccc(C)cc32)c1=O)c1cccc(C)c1	0%	-5%	0%	?	4%	9%&-19%	?	-4%&15%
Cc1cnc(-c2nc3ccccc3n2C(C(=O)Nc2c(C)cccc2C)C2CC2)cn1 (centres undefined)	5%	0%	3%	-3%	-21%	12%	-17%	23%
CN(C(=O)COC(=O)c1cc(-c2ccccc2Cl)nc2ccccc12)C1CCS(=O)(=O)C1 (centres undefined)	17%	5%	8%	-14%	i	20%	-28%	-8%
CC(=O)c1ccc(C(=O)N2CCCC(C(=O)c3ccc(Cl)cc3)C2)s1 (centres undefined)	0%	9%	-6%	-10%	-22%	33%	-3%	19%

Ordered by SMILES length (smallest number first): some entries from above
SMILES	EPAC2 agonist	aSyn rescue	EPAC1 agonist	EPAC2 antagonist	PTHR1 ag	FUS suppressor	EPAC1 antag	TDP-43 yeast inh
CCCC(CCC(=O)NC1CCCCC1)C(=O)O (centres undefined)	9%	nt	3%	5%	i	-8%	-4%	2%
CCCCc1nc(SCC(=O)Nc2ncccn2)n[nH]1	-1%	1%	5%	6%	-1%[57.5 µM]	?	4%	14%
OCCNc1nc(SCc2ccccc2)nc2sc3c(c12)CCC3	0%	-11%	17%	-5%	-32%[inhibitor]	nt	-14%	10µM*
CC1CN(Cc2c(O)ccc3c2oc(=O)c2ccccc23)CC(C)O1 (centres undefined)	1%	9%	-1%	-17%	-46%[inhibitor]	-16%	-25%	4%
COc1ccc(C(=O)N2CCCC2(C)C(=O)NCC(C)C)cc1C(F)(F)F (centres undefined)	10%	-3%	4%	1%	-23%	-21%	3%	11%
CCSc1nnc(NC(=O)c2nc(S(=O)(=O)Cc3ccc(F)cc3)ncc2Cl)s1	10%	-3%	-13%	1%	-24%	?	-28%	11%
COc1ccc(-c2c3c(=O)n(C)c(=O)n(C)c3cn2-c2ccc(O)cc2)cc1	17%	1%	12%	-14%	-2%	15%	-27%	-7%
CCN(CCCNC(=O)Cn1ncc2c([nH]c3ccc(C)cc32)c1=O)c1cccc(C)c1	0%	-5%	0%	?	4%	9%&-19%	?	-4%&15%
CN(C(=O)COC(=O)c1cc(-c2ccccc2Cl)nc2ccccc12)C1CCS(=O)(=O)C1 (centres undefined)	17%	5%	8%	-14%	i	20%	-28%	-8%

Following part:
SMILES	EPAC2 agonist	aSyn rescue	EPAC1 agonist	EPAC2 antagonist	PTHR1 ag	FUS suppressor	EPAC1 antag	TDP-43 yeast inh
COc1cc(CNC(C)C23CC4CC(CC(C4)C2)C3)cc(OC)c1OC (centres undefined)	17%	-5%	1%	2%	-1%	19%	-11%	9%
CC(=O)Cn1c(C(F)(F)F)nc2ccccc21	?	10%	2%	-21%[57.1 µM]	-9%[57.5 µM]	-31%	-7%	2%
COc1ccc(NC(=O)Nc2ccc3c(c2)N(C)C(=O)CS3)cc1OC	5%	5%	1%	0%	-23%	4%	-8%	21%
Cc1csc(NC(=O)CSCc2c(C)noc2C)n1	7%	1%	-2%	0%	i	-3%	-6%	-25%
CCOC(=O)c1ccc2[nH]c3ccccc3c2c1	6%	-8%	-15%	-1%	-18%	-3%	-26%	?
COc1cc(NC(=O)CCC(=O)OCCCC(F)(F)C(F)(F)F)nc(OC)n1	-2%	7%	-8%	-9%	-2%	13%	-9%	-1%
C(=C\c1ccccc1)/CN1CCN(C(c2ccccc2)c2ccccc2)CC1	1%	-1%&0%	-7%	-18%	6%	6%	-6%	8%
CCC(C)(C)NC(=O)c1ccc2c(c1)S(=O)(=O)c1ccccc1C2=O	-4%	1%	-7%	5%	0%[57.5 µM]	17%	-12%	-5%
Cc1cc(C(=O)NCC(=O)OCC(=O)Nc2ccc(OC(F)F)cc2)ccc1[N+](=O)[O-]	12%	-6%	-8%	2%	-13%	nt	-18%	12%
Cc1c(C(=O)Nc2ccccc2[N+](=O)[O-])csc1-c1ccccc1	3%	-8%	-3%	2%	-21%	-10%	7%	7%
COC(=O)[C@H]1[C@H]2C[C@@H]3c4[nH]c5cc(OC)ccc5c4CCN3C[C@H]2C[C@@H](OC(=O)c2cc(OC)c(OC)c(OC)c2)[C@@H]1OC	5%	3%&4%	-1%	-10%	-17%	37%	-8%	12%
c1ccc(N2CCN(c3nc(NCc4ccco4)c4ccccc4n3)CC2)cc1	22%	-7%	25%	-1%	-32%[inhibitor][57.5 µM]	29%	-3%	-12%
CN(C)S(=O)(=O)c1ccc(C(=O)NCC(C)(C)N2CCOCC2)cc1	3%	-3%	-6%	2%	i	-31%	17%	14%
COc1ccc(CNC(=O)C(c2ccco2)N(C(=O)c2snc(C(N)=O)c2N)c2cccc(OC)c2)cc1 (centres undefined)	6%	-8%	13%	-6%	-15%	17%	?	-4%
C=CCN1C(=O)c2ccc(C(=O)N(C)Cc3ccc(C)o3)cc2C1=O	-7%	9%	0%	-9%	i	-1%	-5%	-1%
Cc1nn(CC(=O)N2CCOCC2)c(C)c1[N+](=O)[O-]	15%	-3%	14%	7%	i	-7%	-5%	-14%
CC1CCCN(C(=O)CCS(=O)(=O)Cc2ccccc2)C1 (centres undefined)	4%	4%	6%	0%	-19%[57.5 µM]	16%	4%	-13%
O=C(c1ccc2oc(Cc3ccc(Cl)cc3)nc2c1)N1CCCCC1CCO (centres undefined)	0%	7%	6%	-3%	-25%	27%	0%	2%
O=C(C(Cc1ccccc1)n1cccc1)N1CCN(Cc2ccccc2)CC1 (centres undefined)	8%	-2%	-5%	-2%	-17%	-7%	10%	-16%
N#Cc1ccc(C(C(=O)NC2CCCCC2)n2c(=O)c(-c3ccccc3)nc3ccccc32)cc1 (centres undefined)	1%	1%	-2%	-6%	i	19%	-1%	?
